TAG inh = inhibitors of triacylglycerol accumulation, primary screen, cell-based, uHTS, fluorescence, H9c2. hit rate 0.66% among 230,000. inhibition, % at 12.5 µM. H9c2 cells, Nile Red lipid (TAG) fluorescence; cells loaded with 200 µM oleic acid. AID 651582, 2012;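 active = pattern-corrected inhibition of lipid staining of at least 50% with the nuclear-stain viability signal not falling by more than 50%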;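 note: 0% = DMSO wells and 100% = triacsin C control wells; some results filed as inactive read as strong as hits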
TAG inh DAPI viability = further read-out of TAG inh, marked with its call; DAPI nuclei signal change (viability), lower = more cytotoxic, %;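 whole-well DAPI fluorescence read on a plate reader as a viability signal; minus 50 percent equals half of cells still viable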
The depositor's hits bear a star. Not all compounds are listed; count on the stated rates, not on these rows.

Screening Cn1c(C(=O)NCCCN2CCN(c3cccc(Cl)c3)CC2)cc2c(=O)n(C)c3ccccc3c21 returned TAG inh -6 and TAG inh DAPI viability 15.
CC1(c2ccc(Cl)cc2Cl)NC(=O)N(CC(=O)N2CCN(C(=O)c3ccco3)CC2)C1=O (stereo not given) was read as TAG inh 9 and TAG inh DAPI viability -5.
Cc1nn(S(=O)(=O)c2cccs2)c(C)c1Sc1ccc([N+](=O)[O-])cc1 was read as TAG inh -25 and TAG inh DAPI viability 2.
For CCCn1cc(CN2CCC(N3CCC(C(=O)N4CCOCC4)CC3)CC2)c(C)n1 the results were TAG inh -6 and TAG inh DAPI viability 8.
For COc1ccc(-n2cnc(=S)[nH]c2=S)cc1 the results were TAG inh 10 and TAG inh DAPI viability -5.
`C[N+](C)(C)CCCN(Cc1ccc2c(c1)OCO2)C(=O)NC1CCCCC1` gave TAG inh -6 and TAG inh DAPI viability 11.
For S=C(NCCCn1ccnc1)Nc1ccc(Cl)cc1Cl the results were TAG inh 1 and TAG inh DAPI viability 3.
`CCOC(=O)[C@@H]1[C@H]2COc3ccccc3[C@H]2N2C(=O)N(c3cccc(Cl)c3)C(=O)[C@]12C` gave TAG inh -7 and TAG inh DAPI viability 3.
Screening O=C(Cn1nnc2ccccc21)C1CC1 returned TAG inh 2 and TAG inh DAPI viability 1.
For CC(=O)Nc1cc2c(cc1[N+](=O)[O-])OCCO2 the results were TAG inh -18 and TAG inh DAPI viability -6.
Screening COc1cc(NC(=O)c2cccnc2SC)cc(OC)c1OC returned TAG inh 16 and TAG inh DAPI viability -9.
`COc1ccccc1CNc1nc(Oc2cccc(F)c2)c2sccc2n1` gave TAG inh 3 and TAG inh DAPI viability 12.
Screening CCc1nnc(NC(=O)CSc2nc3c([nH]c4ccccc43)c(=O)n2CCOC)s1 returned TAG inh 11 and TAG inh DAPI viability 2.
`Cc1cc(C)nc(-n2nc(C)cc2NC(=O)CNC2CCCCC2)n1` gave TAG inh -8 and TAG inh DAPI viability -5.
For CC(c1ccccc1)n1c(-c2ccccc2F)n[nH]c1=S (stereo not given) the results were TAG inh -2 and TAG inh DAPI viability 0.
For O=C(NC1CC2CCC(C1)N2Cc1ccco1)c1ccccc1 (stereo not given) the results were TAG inh 6 and TAG inh DAPI viability -11.
For CCOC(=O)N1CCN(c2ncnc3nc[nH]c23)CC1 the results were TAG inh -5 and TAG inh DAPI viability -3.
Screening CCSc1nnc([C@@H](NC(=O)OC(C)(C)C)C(C)C)o1 returned TAG inh 12 and TAG inh DAPI viability -11.
`CN(C)C1=NC[C@H](Cc2ccccc2)N1CC1CCCC1` gave TAG inh 7 and TAG inh DAPI viability -10.
CCCc1nc2c(nnn2Cc2ccccc2Cl)c(=O)[nH]1 was read as TAG inh 2 and TAG inh DAPI viability -6.
For O=C(Cc1nn[nH]n1)NCCC1=CCCCC1 the results were TAG inh 15 and TAG inh DAPI viability 7.
CCO[C@@H]1OC(C(=O)NCc2ccccc2)=C[C@H](c2ccc3c(c2)OCO3)[C@H]1CCCO was read as TAG inh -27 and TAG inh DAPI viability 3.
Screening CN1C(=O)N(CC(=O)N2CCN(S(=O)(=O)Cc3ccccc3)CC2)C(=O)C12CCCCC2 returned TAG inh 2 and TAG inh DAPI viability -5.
Screening COc1ccc(C(=O)NCC(=O)N2CCN(C(=O)c3ccco3)CC2)cc1OC returned TAG inh 5 and TAG inh DAPI viability -7.
`COc1ccc(NC(=O)c2cccc3c2C(=O)c2ccc(-c4ccc(F)cc4OCc4ccccc4)cc2S3(=O)=O)cc1` gave TAG inh 46 and TAG inh DAPI viability 1.
`Cc1ccc(-c2cc(C(=O)OCC(=O)N(C)C3CCS(=O)(=O)C3)c3ccccc3n2)o1` (stereo not given) gave TAG inh -9 and TAG inh DAPI viability 13.
For NC(=O)c1ccsc1NC(=O)CSc1nncs1 the results were TAG inh 3 and TAG inh DAPI viability -1.
For COc1ccccc1CNC(=O)CSc1ccc(-c2ccncc2)nn1 the results were TAG inh -18 and TAG inh DAPI viability 2.
`CC(=O)Nc1ccc(S(=O)(=O)Nc2nc(C)nc3sc(C)c(C)c23)cc1` gave TAG inh 4 and TAG inh DAPI viability 2.
COC(=O)c1ccc(N2CCN(C(=O)c3ccccc3)CC2)c(NC(C)=O)c1 was read as TAG inh 4 and TAG inh DAPI viability -6.
O=C(Cc1ccc(Cl)c(Cl)c1)Nc1ccccc1N1CCOCC1 was read as TAG inh 0 and TAG inh DAPI viability 1.
For CCC(=O)Nc1ccc2nc(C3CC3)n(Cc3ccccc3)c(=O)c2c1 the results were TAG inh -1 and TAG inh DAPI viability 1.
COc1ccccc1NC(=O)CSc1nc2ccccc2nc1N1CC(C)OC(C)C1 (stereo not given) was read as TAG inh 11 and TAG inh DAPI viability 0.
For COc1cc(CNC(=O)Nc2nc(C(N)CCc3ccccc3)cs2)cc(OC)c1OC (stereo not given) the results were TAG inh 30 and TAG inh DAPI viability 6.
O=C(NCc1ccc2c(c1)OCO2)c1ccc(CS(=O)(=O)Cc2cccc(Cl)c2)o1 was read as TAG inh -1 and TAG inh DAPI viability 1.
CCOc1ccc(/C=N/NC(=O)Cn2ccnc2C)cc1 was read as TAG inh -3 and TAG inh DAPI viability -1.
`CCc1nnc(NC(=O)Cc2cccs2)s1` gave TAG inh -3 and TAG inh DAPI viability -15.
For O=C(CSc1nnc(-c2ccncc2)n1Cc1ccco1)Nc1ccccc1F the results were TAG inh 0 and TAG inh DAPI viability -4.
`CCOc1ccccc1/C=C/c1onc(C)c1S(=O)(=O)N1CCC(C(=O)NC)CC1` gave TAG inh -11 and TAG inh DAPI viability -12.
For COCCN(Cc1nc(-c2ccc(-c3ccccc3)cc2)oc1C)C(C)C the results were TAG inh -14 and TAG inh DAPI viability 20.
COc1ccc(S(=O)(=O)N(C)c2ccc(OC(=O)C(C)Oc3ccc(F)cc3)cc2)cc1 (stereo not given) was read as TAG inh -15 and TAG inh DAPI viability 5.
For CCOc1cccc(NC(=O)C2CCCN(S(=O)(=O)c3ccc(-n4cnnn4)cc3)C2)c1 (stereo not given) the results were TAG inh 16 and TAG inh DAPI viability -14.
`Cc1ccn2c(=O)nc(SCc3cccc(C(F)(F)F)c3)nc2c1` gave TAG inh 10 and TAG inh DAPI viability -6.
For COc1ccccc1C(CNC(=O)c1cccc(NS(=O)(=O)c2ccc(C)c(F)c2)c1)N(C)C (stereo not given) the results were TAG inh 8 and TAG inh DAPI viability 5.
For O=C(COC(=O)CCc1c[nH]c2ccccc12)NCc1ccc2c(c1)OCO2 the results were TAG inh -1 and TAG inh DAPI viability 5.
Screening CC(NC(=O)c1ccccc1Cl)C(=O)Nc1ccc2c(c1)OCO2 (stereo not given) returned TAG inh 18 and TAG inh DAPI viability 4.
`O=C(CCSc1nc(-c2ccco2)cc(C(F)(F)F)n1)NCCN1CCOCC1` gave TAG inh 12 and TAG inh DAPI viability 4.
Screening COC(=O)c1ccc(N=Nc2c(C)[nH]n(-c3ccccc3)c2=O)cc1 returned TAG inh 2 and TAG inh DAPI viability 0.
For COc1ccc(Cn2nnnc2C(c2ccc(F)cc2)N2CCN(C3CCCC3)CC2)cc1 (stereo not given) the results were TAG inh 7 and TAG inh DAPI viability 8.
`COc1ccc(CCC(=O)NNC(=O)Nc2ccccc2Cl)cc1` gave TAG inh -7 and TAG inh DAPI viability -2.
`Cc1cccc(OCCCC(=O)NNC(=O)c2cccc(N(C)C)c2)c1` gave TAG inh -6 and TAG inh DAPI viability 6.
S=c1[nH]nc(COc2ccccc2)n1/N=C/c1ccncc1 was read as TAG inh -6 and TAG inh DAPI viability -5.
For COc1ccccc1OCCNS(=O)(=O)c1ccc2oc3ccccc3c2c1 the results were TAG inh 2 and TAG inh DAPI viability 5.
For COc1ccc(CCNC(=O)CSCC(=O)Nc2cc(S(C)(=O)=O)ccc2Cl)cc1 the results were TAG inh -12 and TAG inh DAPI viability -6.
Screening CCOc1ccc(NC(=O)c2ccco2)cc1S(=O)(=O)N1CCCC1 returned TAG inh -19 and TAG inh DAPI viability -5.
`CC1(C)NC(=O)N(CC(O)CNC23CC4CC(CC(C4)C2)C3)C1=O` (stereo not given) gave TAG inh -1 and TAG inh DAPI viability 9.
`CCCCCCn1c(=O)n2n(c1=O)C[C@]1(OC(=O)NCc3ccc(OC)c(OC)c3)CN(S(=O)(=O)c3ccc(C)cc3)C[C@]1(O)C2` gave TAG inh 2 and TAG inh DAPI viability 0.
`O=C(CN1CCN(c2ccccc2)CC1)NC(=O)NCc1ccccc1` gave TAG inh -13 and TAG inh DAPI viability 2.
Screening Cc1ccccc1NC(=S)NN1CCN(C)CC1 returned TAG inh -1 and TAG inh DAPI viability -8.
`CCOC(=O)c1cn[nH]c1NC(=S)Nc1ccccc1` gave TAG inh -10 and TAG inh DAPI viability -4.

Quoted from above (13 entries):
For O=C(COC(=O)CCc1c[nH]c2ccccc12)NCc1ccc2c(c1)OCO2 the results were TAG inh -1 and TAG inh DAPI viability 5.
Screening CC(NC(=O)c1ccccc1Cl)C(=O)Nc1ccc2c(c1)OCO2 (stereo not given) returned TAG inh 18 and TAG inh DAPI viability 4.
`O=C(CCSc1nc(-c2ccco2)cc(C(F)(F)F)n1)NCCN1CCOCC1` gave TAG inh 12 and TAG inh DAPI viability 4.
Screening COC(=O)c1ccc(N=Nc2c(C)[nH]n(-c3ccccc3)c2=O)cc1 returned TAG inh 2 and TAG inh DAPI viability 0.
For COc1ccc(Cn2nnnc2C(c2ccc(F)cc2)N2CCN(C3CCCC3)CC2)cc1 (stereo not given) the results were TAG inh 7 and TAG inh DAPI viability 8.
`COc1ccc(CCC(=O)NNC(=O)Nc2ccccc2Cl)cc1` gave TAG inh -7 and TAG inh DAPI viability -2.
`Cc1cccc(OCCCC(=O)NNC(=O)c2cccc(N(C)C)c2)c1` gave TAG inh -6 and TAG inh DAPI viability 6.
S=c1[nH]nc(COc2ccccc2)n1/N=C/c1ccncc1 was read as TAG inh -6 and TAG inh DAPI viability -5.
For COc1ccccc1OCCNS(=O)(=O)c1ccc2oc3ccccc3c2c1 the results were TAG inh 2 and TAG inh DAPI viability 5.
For COc1ccc(CCNC(=O)CSCC(=O)Nc2cc(S(C)(=O)=O)ccc2Cl)cc1 the results were TAG inh -12 and TAG inh DAPI viability -6.
Screening CCOc1ccc(NC(=O)c2ccco2)cc1S(=O)(=O)N1CCCC1 returned TAG inh -19 and TAG inh DAPI viability -5.
`CC1(C)NC(=O)N(CC(O)CNC23CC4CC(CC(C4)C2)C3)C1=O` (stereo not given) gave TAG inh -1 and TAG inh DAPI viability 9.
`CCCCCCn1c(=O)n2n(c1=O)C[C@]1(OC(=O)NCc3ccc(OC)c(OC)c3)CN(S(=O)(=O)c3ccc(C)cc3)C[C@]1(O)C2` gave TAG inh 2 and TAG inh DAPI viability 0.

(continued)
Cc1[nH]n(-c2ccccc2)c(=O)c1C=Nc1ccc(S(=O)(=O)NC(N)=O)cc1 was read as TAG inh 5 and TAG inh DAPI viability 3.
For COc1ccc(S(=O)(=O)NC(CC(=O)NCc2ccco2)c2ccco2)cc1 (stereo not given) the results were TAG inh -1 and TAG inh DAPI viability 7.
`Cc1ccc(NC(=O)CCCNC(=O)c2ccc(Cl)cc2)c(O)c1` gave TAG inh 4 and TAG inh DAPI viability -2.
COc1cc2cc(C(C)(C)O)oc(=O)c2cc1OC was read as TAG inh -1 and TAG inh DAPI viability -4.
Screening CCOC(=O)c1ccc(NC(=O)c2nc[nH]c2C(=O)NCC(=O)OC(C)(C)C)cc1 returned TAG inh -10 and TAG inh DAPI viability -4.
Screening COC(=O)CCC(=O)OC1(C)C(=O)C2=CN(CCc3c[nH]c4ccccc34)C(c3ccc(OC)cc3)=CC2=C(Br)C1=O (stereo not given) returned TAG inh 23 and TAG inh DAPI viability -4.
`Cc1ccc(S(=O)(=O)N(C)c2ccc(C(=O)O)cc2)cc1` gave TAG inh 22 and TAG inh DAPI viability 0.
Cc1cc(C(=O)Nc2cccc3ncccc23)no1 was read as TAG inh 11 and TAG inh DAPI viability -2.
For O=C(O)c1cnc(-c2ccccc2)nc1Sc1cccc(Cl)c1 the results were TAG inh 9 and TAG inh DAPI viability 5.
`COC(=O)Cc1nc2c(N)nc(N)nc2[nH]c1=O` gave TAG inh -9 and TAG inh DAPI viability -2.
C=CCC(C(=O)c1ccccc1)[N+](C)(C)CC=C (stereo not given) was read as TAG inh -3 and TAG inh DAPI viability -2.
COCCCNC(=O)CC1C[C@H](C(=O)N2CCCCC2)[C@@]2(CCc3ccccc3)c3[nH]c4ccccc4c3CCN2C1=O (stereo not given in full) was read as TAG inh 10 and TAG inh DAPI viability -3.
`Cc1ccc(NC(=O)CN(C)C(=O)CCCN2C(=O)c3ccccc3C2=O)cc1` gave TAG inh 14 and TAG inh DAPI viability 14.
O=C(Nc1ccccc1Cl)N1CCSc2ccccc21 was read as TAG inh 14 and TAG inh DAPI viability -8.
`Cn1c2ccccc2c(=O)c2cc(C#CC3(O)CCCCC3)ccc21` gave TAG inh -12 and TAG inh DAPI viability 49.
For CCn1c(-c2c(Cl)c(C)nn2C)n[nH]c1=S the results were TAG inh -2 and TAG inh DAPI viability 2.
For CNc1nc(OCCNC(=O)Nc2ccccc2)nc(N2CCOCC2)n1 the results were TAG inh 42 and TAG inh DAPI viability -7.
For O=C(COC(=O)c1cccnc1Cl)c1cccc(Cl)c1 the results were TAG inh -19 and TAG inh DAPI viability 9.
`Cc1cc(NCc2ccccn2)n2nc(C)c(-c3ccccc3)c2n1` gave TAG inh 44 and TAG inh DAPI viability -8.
For COc1ccc(Cc2nc3ccc(C(=O)NC4CCOC4)cc3o2)cc1OC (stereo not given) the results were TAG inh -6 and TAG inh DAPI viability 11.
For O=C(Nc1nc2cc3c(cc2s1)OCCO3)c1ccco1 the results were TAG inh -8 and TAG inh DAPI viability -1.
For O=C(NCc1ccco1)C(c1ccncc1)N(CCC1=CCCCC1)C(=O)Cn1nnc2ccccc21 (stereo not given) the results were TAG inh -20 and TAG inh DAPI viability 2.
Screening COc1cc(C(=O)OCC(=O)c2cc(C)n(CC3CCCO3)c2C)ccc1OCC(=O)N1CCOCC1 (stereo not given) returned TAG inh -7 and TAG inh DAPI viability 18.

Screening data deposited in PubChem BioAssay by Sanford-Burnham Center for Chemical Genomics.
